RGS4 block = RGS4 inhibitors, primary screen, cell-based, HEK293 M3R inducible RGS4, calcium flux; Regulator of G-protein signaling 4 (Homo sapiens), P49798; 310,000 compounds, 0.45% hits; B-score at 10 µM; Fluo-4 calcium flux; active compounds read high; triggered by carbachol at its EC20;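 active means B-score, a plate-corrected calcium signal, over three deviations above library mean, with baseline fluorescence within five deviations of library mean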;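 further: RGS4 expression induced by doxycycline in cells with stable M3 receptor; B-score is computed from the integrated fluorescence ratio over baseline after carbachol; higher B-score means a larger calcium signal and so more RGS4 inhibition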
SKKanGAS inh = S. pyogenes SKKanGAS growth inhibitors in kanamycin, primary screen, streptokinase expression inhibitor project, SKKanGAS strain, BacTiter-Glo luminescence; AID 1662, 2009; inhibition, % at 7.5 µM; 300,000 compounds, 1.3% hits; 6 h;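 active means mean replicate score, as percent of positive control median, at least 50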;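 further: strain carries kanamycin resistance gene driven by streptokinase promoter and grows in 40 µg/ml kanamycin; loss of luminescence reflects streptokinase promoter inhibition or plain growth inhibition; 0% = median of DMSO wells and 100% = positive control at its reference dose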
KCNK3 inh = human KCNK3 channel inhibitors, primary screen, CHO cells, FluxOR thallium flux, B-score; Potassium channel subfamily K member 3 (Homo sapiens), O14649; FluxOR fluorescence; active compounds read low; B-score at 10 µM; 340,000 compounds, 0.84% hits; AID 602410, 2012;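 active means B-score under library mean minus 4 SD, starting fluorescence ratio at most library mean plus 5 SD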;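 further: more negative B-score means stronger inhibition of thallium flux through KCNK3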
Target sequence (O14649 whole entry, looked up): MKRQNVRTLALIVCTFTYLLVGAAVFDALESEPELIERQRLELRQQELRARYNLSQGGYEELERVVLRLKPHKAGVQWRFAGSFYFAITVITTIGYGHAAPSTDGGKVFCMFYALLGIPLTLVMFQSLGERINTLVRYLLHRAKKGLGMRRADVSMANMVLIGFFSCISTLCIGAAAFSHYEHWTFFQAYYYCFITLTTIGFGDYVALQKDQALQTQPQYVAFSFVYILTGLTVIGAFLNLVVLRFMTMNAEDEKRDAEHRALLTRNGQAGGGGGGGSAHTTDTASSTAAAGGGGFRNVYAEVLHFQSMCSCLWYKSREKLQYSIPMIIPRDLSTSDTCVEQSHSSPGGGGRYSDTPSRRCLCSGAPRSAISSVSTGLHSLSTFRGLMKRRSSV
hERG protect = hERG rescue from dofetilide block, primary screen, cell-based, CHO-hERG, FluxOR thallium flux, dofetilide IC70; dofetilide IC70 present; activation (rescue from dofetilide block), less the hit threshold, % at 10 µM; 310,000 compounds, 0.51% hits; AID 1511, 2009;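 active means activation above the mean of controls blocked by dofetilide plus 5 SD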;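 further: thallium influx through hERG after potassium depolarization seen as dye fluorescence rise; in these data hits start at about 4.7%; inactives centre near -7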
ANO1 block = TMEM16A chloride channel inhibitors, primary screen, cell-based, HTS; Anoctamin-1 (Mus musculus), Q8BHY3; HEK293 TMEM16A/YFP iodide influx fluorescence, ionomycin; normalized B-score (activity score, 25-100; higher = stronger inhibition) at 10 µM; 310,000 compounds, 1.2% hits; AID 588511, 2011;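 active means ratio plate-corrected score three or more library SD toward inhibition, starting fluorescence score within five deviations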;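 further: score derived from kinetic fluorescence span divided by baseline fluorescence per well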
KCNQ1 act = potentiators or activators of KCNQ1 channel, primary screen, cell-based, thallium flux, high-throughput; Potassium voltage-gated channel subfamily KQT member 1 (Homo sapiens), P51787; CHO-K1 KCNQ1, thallium flux FluxOR fluorescence; active compounds read high; B-score at 10 µM; 310,000 compounds, 0.35% hits; AID 2648, 2010;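 active means fluorescence ratio B-score, a plate-corrected score, at least three library SD, with initial intensity B-score within 5 SD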
Target sequence (P51787 whole entry, looked up): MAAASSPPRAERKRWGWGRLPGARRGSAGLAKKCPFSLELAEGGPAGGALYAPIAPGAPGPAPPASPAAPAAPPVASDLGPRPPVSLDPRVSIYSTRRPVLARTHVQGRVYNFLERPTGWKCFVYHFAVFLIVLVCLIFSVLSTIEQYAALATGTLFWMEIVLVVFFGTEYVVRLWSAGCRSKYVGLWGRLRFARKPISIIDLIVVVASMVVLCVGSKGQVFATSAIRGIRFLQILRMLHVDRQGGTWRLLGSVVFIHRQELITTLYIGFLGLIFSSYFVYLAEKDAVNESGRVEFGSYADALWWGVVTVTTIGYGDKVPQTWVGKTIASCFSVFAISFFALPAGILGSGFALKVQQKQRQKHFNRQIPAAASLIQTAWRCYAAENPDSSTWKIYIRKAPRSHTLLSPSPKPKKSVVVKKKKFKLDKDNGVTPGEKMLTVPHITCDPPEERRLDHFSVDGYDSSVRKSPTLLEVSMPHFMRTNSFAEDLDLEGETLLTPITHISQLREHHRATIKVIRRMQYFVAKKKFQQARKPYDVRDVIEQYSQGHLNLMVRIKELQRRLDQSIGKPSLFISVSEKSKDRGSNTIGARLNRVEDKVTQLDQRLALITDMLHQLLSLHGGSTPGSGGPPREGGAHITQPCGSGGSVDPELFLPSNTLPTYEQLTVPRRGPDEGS
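Assay system: CHO-K1 cells stably expressing KCNQ1; Medium: assay buffer with matched DMSO; Also added: K+/Tl+ depolarizing stimulus; Dosing: single dose; Timing: dye 90 min, compound 20 min, room temperature; Measured by: kinetic FluxOR thallium fluorescence, 10-s 1-Hz baseline, 110-s post-stimulus read; Read-out: peak-minus-minimum fluorescence over initial fluorescence, negative-control normalized, B-scored.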
KCNK9 inh = KCNK9 potassium channel inhibitors, primary screen, HEK293 cells, thallium flux. FluxOR thallium flux fluorescence; active compounds read low. 310,000 compounds, 1.2% hits. B-score at 10 µM. Potassium channel subfamily K member 9 (Homo sapiens), Q9NPC2;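 active means ratio B-score over 3 SD below the library mean, with starting fluorescence within 5 SD of its mean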;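 further: negative B-score means less thallium flux so channel inhibition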
RGS4 act = RGS4 potentiators or activators, primary screen, cell-based, HEK293 M3R inducible RGS4, calcium flux; carbachol calcium flux Fluo4; active compounds read low; B-score at 10 µM; 310,000 compounds, 0.92% hits;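 active means B-score of the integrated calcium signal more than 4 SD below the library mean, with starting fluorescence not abnormally high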;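 further: negative B-score means reduced calcium response which marks RGS4 activation or potentiation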
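Test system: HEK293 cells with stable M3R and inducible RGS4; also added: carbachol at ECmax as muscarinic agonist stimulus; schedule: dye loading 30 min 37 °C, buffer rest 30 min RT; technique: kinetic calcium fluorescence imaging with Fluo4-AM dye, 2 µM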
ANO1 activ = TMEM16A chloride channel activators or potentiators, primary screen, cell-based, HTS. B-score at 10 µM. 340,000 compounds, 0.3% hits. Anoctamin-1 (Mus musculus), Q8BHY3. AID 623877, 2012. HEK293 TMEM16A/YFP-H148Q/I152L, iodide quench fluorescence; active compounds read low;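 active means fluorescence-ratio B-score plate-corrected deviation score at least 3 library SD below zero, with starting fluorescence score within 5 deviations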;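 further: channel opened by trigger with iodide after compound preincubation; score built on the fluorescence ratio of max minus min over baseline; more negative score means more quench and so TMEM16A activation or potentiation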
KCNQ1 block = inhibitors of human KCNQ1 channel, primary screen, cell-based, thallium flux, high-throughput | Potassium voltage-gated channel subfamily KQT member 1 (Homo sapiens), P51787 | CHO-K1 KCNQ1, FluxOR thallium flux fluorescence; active compounds read high | B-score at 10 µM | 310,000 compounds, 1.3% hits;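 active means compounds whose thallium flux B-score, printed positive for inhibition, exceeds three library SD while starting fluorescence stays within three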;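 further: channel opened by potassium depolarization with thallium stimulus after 20 min compound exposure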
HDAC3 inhib = HDAC3 deacetylase inhibitors, primary screen, biochemical, fluorescence, cell-free homogeneous | AID 2718, 2010 | 320,000 compounds, 0.15% hits | recombinant HDAC3, fluorogenic peptide/trypsin coupled | inhibition, % at 8.3 µM; in the data active means inhibition above about 26%, passing the limit was not always enough
An asterisk follows results filed as active.

What do the screens show for `COc1ccc(CC(=O)Nc2c3c(nn2-c2cccc(C)c2C)CS(=O)(=O)C3)cc1`?
RGS4 block: inactive; SKKanGAS inh: 0.7; KCNK3 inh: inactive; hERG protect: -6.7; ANO1 block: inactive; KCNQ1 act: inactive; KCNK9 inh: inactive; RGS4 act: inactive; ANO1 activ: inactive; KCNQ1 block: inactive; HDAC3 inhib: 0.9

What do the screens show for `O=C1CC[C@@H](C(=O)N2CSC[C@H]2C(=O)O)N1`?
RGS4 block: inactive; SKKanGAS inh: -4.4; KCNK3 inh: inactive; hERG protect: -3.1; ANO1 block: inactive; KCNQ1 act: inactive; KCNK9 inh: inactive; RGS4 act: inactive; ANO1 activ: inactive; KCNQ1 block: inactive; HDAC3 inhib: -7.7

What do the screens show for `O=c1[nH][nH]c(-c2ccccc2O)c1C(C[N+](=O)[O-])c1ccc(Br)cc1` (stereo not given)?
RGS4 block: 14.5*; SKKanGAS inh: 2.0; KCNK3 inh: inactive; hERG protect: -13.5; ANO1 block: inactive; KCNQ1 act: inactive; KCNK9 inh: inactive; RGS4 act: inactive; ANO1 activ: inactive; KCNQ1 block: inactive; HDAC3 inhib: 5.8

Results for COc1ccc(-n2cnnc2SCC(=O)Nc2ccc(C(N)=O)cc2)cc1 ?
RGS4 block: inactive; SKKanGAS inh: -4.0; KCNK3 inh: inactive; hERG protect: -4.4; ANO1 block: inactive; KCNQ1 act: inactive; KCNK9 inh: inactive; RGS4 act: inactive; ANO1 activ: inactive; KCNQ1 block: inactive; HDAC3 inhib: -8.8

How did C=CCNC(=S)Nc1cccc(NC(=S)NCC=C)c1 do in these assays?
RGS4 block: inactive; SKKanGAS inh: 2.5; KCNK3 inh: inactive; hERG protect: -1.4; ANO1 block: inactive; KCNQ1 act: inactive; KCNK9 inh: inactive; RGS4 act: inactive; ANO1 activ: inactive; KCNQ1 block: inactive; HDAC3 inhib: 4.6

How did Cc1ccccc1OCC(=O)Nc1nnc(C2CCCCC2)s1 do in these assays?
RGS4 block: inactive; SKKanGAS inh: -3.5; KCNK3 inh: inactive; hERG protect: -6.2; ANO1 block: inactive; KCNQ1 act: inactive; KCNK9 inh: inactive; RGS4 act: inactive; ANO1 activ: inactive; KCNQ1 block: inactive; HDAC3 inhib: -3.1

What do the screens show for `COc1ccc(NS(=O)(=O)c2cccc(C(=O)N(C)Cc3cccs3)c2)cc1`?
RGS4 block: inactive; SKKanGAS inh: -2.7; KCNK3 inh: inactive; hERG protect: -6.6; ANO1 block: inactive; KCNQ1 act: inactive; KCNK9 inh: inactive; RGS4 act: inactive; ANO1 activ: inactive; KCNQ1 block: inactive; HDAC3 inhib: -2.0

What do the screens show for `O=[N+]([O-])c1ccc(N/N=C/c2cn(Cc3ccc(F)cc3)c3ccccc23)nc1`?
RGS4 block: inactive; SKKanGAS inh: 15.5; KCNK3 inh: inactive; hERG protect: -1.3; ANO1 block: inactive; KCNQ1 act: inactive; KCNK9 inh: inactive; RGS4 act: inactive; ANO1 activ: inactive; KCNQ1 block: inactive; HDAC3 inhib: 2.9

How did Cc1nc2c(-c3ccc(F)cc3)c(C)nn2c(C)c1CCC(=O)NCc1ccco1 do in these assays?
RGS4 block: inactive; SKKanGAS inh: 3.0; KCNK3 inh: inactive; hERG protect: -13.5; ANO1 block: inactive; KCNQ1 act: inactive; KCNK9 inh: inactive; RGS4 act: inactive; ANO1 activ: inactive; KCNQ1 block: inactive; HDAC3 inhib: 2.7

How did Cc1ccc2cc(C(c3nnnn3C3CCCC3)N3CCN(c4ccccc4)CC3)c(=O)[nH]c2c1 (stereo not given) do in these assays?
RGS4 block: inactive; SKKanGAS inh: 8.5; KCNK3 inh: inactive; hERG protect: -12.2; ANO1 block: inactive; KCNQ1 act: inactive; KCNK9 inh: inactive; RGS4 act: inactive; ANO1 activ: inactive; KCNQ1 block: inactive; HDAC3 inhib: 14.3

How did O=S(=O)(Nc1ccon1)c1ccc(Br)cc1 do in these assays?
RGS4 block: inactive; SKKanGAS inh: -2.2; KCNK3 inh: inactive; hERG protect: -7.5; ANO1 block: inactive; KCNQ1 act: inactive; KCNK9 inh: inactive; RGS4 act: inactive; ANO1 activ: inactive; KCNQ1 block: inactive; HDAC3 inhib: -2.5

What do the screens show for `COc1ccc(/C=C(/C#N)c2cccnc2)cc1OC`?
RGS4 block: inactive; SKKanGAS inh: -1.2; KCNK3 inh: inactive; hERG protect: -1.1; ANO1 block: inactive; KCNQ1 act: inactive; KCNK9 inh: inactive; RGS4 act: inactive; ANO1 activ: inactive; KCNQ1 block: inactive; HDAC3 inhib: 4.9

What do the screens show for `Cc1cc(=O)c(C(=O)O)nn1-c1ccccc1[N+](=O)[O-]`?
RGS4 block: inactive; SKKanGAS inh: 2.4; KCNK3 inh: inactive; hERG protect: -3.0; ANO1 block: inactive; KCNQ1 act: inactive; KCNK9 inh: inactive; RGS4 act: inactive; ANO1 activ: inactive; KCNQ1 block: inactive; HDAC3 inhib: -12.5

What do the screens show for `CCOC(=O)N1CCN(c2cccc(C)c2C)CC1`?
RGS4 block: inactive; SKKanGAS inh: -4.1; KCNK3 inh: inactive; hERG protect: -9.8; ANO1 block: inactive; KCNQ1 act: inactive; KCNK9 inh: inactive; RGS4 act: inactive; ANO1 activ: inactive; KCNQ1 block: inactive; HDAC3 inhib: -2.5

What do the screens show for `Cc1ccc(NC(=O)C2CC(=O)n3c(nc4ccccc43)N2)cc1Cl` (stereo not given)?
RGS4 block: inactive; SKKanGAS inh: 4.2; KCNK3 inh: inactive; hERG protect: -8.1; ANO1 block: inactive; KCNQ1 act: inactive; KCNK9 inh: inactive; RGS4 act: inactive; ANO1 activ: inactive; KCNQ1 block: inactive; HDAC3 inhib: -8.3

What do the screens show for `CC(C)CNS(=O)(=O)c1cc(C(=O)O)c(Cl)cc1Cl`?
RGS4 block: inactive; SKKanGAS inh: -6.1; KCNK3 inh: inactive; hERG protect: -4.5; ANO1 block: inactive; KCNQ1 act: inactive; KCNK9 inh: inactive; RGS4 act: inactive; ANO1 activ: inactive; KCNQ1 block: inactive; HDAC3 inhib: -2.0

What do the screens show for `C[C@@H](NC(=O)c1coc(=O)c(Br)c1)c1ccccc1`?
RGS4 block: inactive; SKKanGAS inh: -14.3; KCNK3 inh: inactive; hERG protect: -8.9; ANO1 block: inactive; KCNQ1 act: inactive; KCNK9 inh: inactive; RGS4 act: inactive; ANO1 activ: inactive; KCNQ1 block: inactive; HDAC3 inhib: 6.6

How did Cc1ccc(C(=O)NC(C)C2CCCO2)o1 (stereo not given) do in these assays?
RGS4 block: inactive; SKKanGAS inh: 8.8; KCNK3 inh: inactive; hERG protect: -13.8; ANO1 block: inactive; KCNQ1 act: inactive; KCNK9 inh: inactive; RGS4 act: inactive; ANO1 activ: inactive; KCNQ1 block: inactive; HDAC3 inhib: 1.5

What do the screens show for `COC(=O)c1ccc(C(=O)OC)c(NC(=O)CSCC(=O)O)c1`?
RGS4 block: inactive; SKKanGAS inh: -0.2; KCNK3 inh: inactive; hERG protect: -7.6; ANO1 block: inactive; KCNQ1 act: inactive; KCNK9 inh: inactive; RGS4 act: inactive; ANO1 activ: inactive; KCNQ1 block: inactive; HDAC3 inhib: 2.1

How did Cc1ccc(-c2cc(C(=O)NCCCN3CCOCC3)c3ccccc3n2)cc1C do in these assays?
RGS4 block: inactive; SKKanGAS inh: 3.4; KCNK3 inh: inactive; hERG protect: -8.0; ANO1 block: inactive; KCNQ1 act: inactive; KCNK9 inh: inactive; RGS4 act: inactive; ANO1 activ: inactive; KCNQ1 block: inactive; HDAC3 inhib: -22.7

What do the screens show for `CCCCOc1[nH]c2nc(-c3ccco3)n(Cc3ccco3)c(=N)c2c1C#N`?
RGS4 block: inactive; SKKanGAS inh: 11.3; KCNK3 inh: inactive; hERG protect: -17.2; ANO1 block: inactive; KCNQ1 act: inactive; KCNK9 inh: -7.2*; RGS4 act: inactive; ANO1 activ: inactive; KCNQ1 block: 14*; HDAC3 inhib: -5.0

How did O=C(CSCc1nc2ccccc2[nH]1)Nc1ccccc1 do in these assays?
RGS4 block: inactive; SKKanGAS inh: 5.1; KCNK3 inh: inactive; hERG protect: -7.4; ANO1 block: inactive; KCNQ1 act: inactive; KCNK9 inh: inactive; RGS4 act: inactive; ANO1 activ: inactive; KCNQ1 block: inactive; HDAC3 inhib: -4.7

Results for C(#CCN1CCOCC1)COCCCOC(c1ccccc1)c1ccccc1 ?
RGS4 block: inactive; SKKanGAS inh: 8.5; KCNK3 inh: inactive; hERG protect: -10.5; ANO1 block: inactive; KCNQ1 act: inactive; KCNK9 inh: inactive; RGS4 act: inactive; ANO1 activ: inactive; KCNQ1 block: inactive; HDAC3 inhib: -1.2

How did COc1ccccc1N1CCN(C2CCCN(C(=O)CN3CCCC3=O)C2)CC1 (stereo not given) do in these assays?
RGS4 block: inactive; SKKanGAS inh: -1.1; KCNK3 inh: inactive; hERG protect: -4.4; ANO1 block: inactive; KCNQ1 act: inactive; KCNK9 inh: inactive; RGS4 act: inactive; ANO1 activ: inactive; KCNQ1 block: inactive; HDAC3 inhib: -0.5

What do the screens show for `CC(C)C(=O)Nc1cccc(NC(=O)CCN2C(=O)c3ccccc3S2(=O)=O)c1`?
RGS4 block: inactive; SKKanGAS inh: 0.1; KCNK3 inh: inactive; hERG protect: -9.5; ANO1 block: inactive; KCNQ1 act: inactive; KCNK9 inh: inactive; RGS4 act: inactive; ANO1 activ: inactive; KCNQ1 block: inactive; HDAC3 inhib: -2.5

How did O=C(NCCS(=O)(=O)NCc1ccc(F)cc1)c1ccc2c(c1)OCO2 do in these assays?
RGS4 block: inactive; SKKanGAS inh: -5.1; KCNK3 inh: inactive; hERG protect: -9.5; ANO1 block: inactive; KCNQ1 act: inactive; KCNK9 inh: inactive; RGS4 act: inactive; ANO1 activ: inactive; KCNQ1 block: inactive; HDAC3 inhib: 0.6

Source: PubChem BioAssay (several laboratories)
